Screens from PubChem BioAssay.
Lipid droplet: inhibitors of hepatocyte lipid droplet formation, primary screen, imaging, high-throughput imaging, BODIPY stain | AML12 mouse hepatocytes, oleate lipid droplets | inhibition, % at 6.5 µM | 240,000 compounds, 0.4% hits | AID 1656, 2009;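 active = lipid droplet intensity inhibited by at least 50%, with more than 500 cells counted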
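Material: mouse AML12 hepatocyte cell line, fixed after treatment; Timing: compound with oleate, overnight; Technique: high-content imaging of BODIPY-stained droplets and DAPI nuclei; Probe or stimulus: oleate, 100 µM final; Dosing: compound at 6.5 µM only.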
Insulin prom up: insulin promoter activators in MIN6 cells, imaging, high-content screening, mouse beta cells. MIN6 insulin promoter-GFP reporter; hits give high values. z-score at 5 µM. 190,000 compounds, 0.3% hits. AID 1625, 2009;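 active = z-score above 3 at 5 µM with at least 500 cells counted in the well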
Autophagy HCS: autophagy modulators in MEF cells, primary screen, imaging, high-content, MEF GFP-LC3. MEF GFP-LC3 puncta imaging; test concentration mostly 10 µM. calls only at 10 µM (by protocol). 190,000 compounds, 0.98% hits;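 active = percentage of spot-positive cells more than 3 SD above its plate mean, without a fluorescence outlier flag or 80% toxicity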;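 also: spot-positive cell cutoff set from DMSO-treated cells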
Yfh1-off respiration: enhancers of respiration in Yfh1-depleted yeast, dose response, Friedreich's ataxia, plus single-dose screen (AID 1465) | S. cerevisiae Yfh1-off respiration, WST-1 reduction, 72 h; higher fold induction means a stronger effect | fold induction at 50 µM; hits with a dose series show EC50 in µM | 220,000 compounds, 0.074% hits;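 active = fold induction of absorbance versus untreated yeast above a set limit, then at least 30% activation at any dose in follow-up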;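 also: activators that raise dye reduction in frataxin-depleted yeast; strong numbers were not always called active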
HEK293 NOD2/NF-kB: NOD2 signaling inhibitors, cell-based, luminescence, uHTS, HEK293 (AID 1566); HEK293 NOD2/NF-kB luciferase reporter, luminescence; higher % means a stronger effect; inhibition, % at 4 µM; hits with a dose series show EC50 in µM; 290,000 compounds, 0.63% hits; in the data active = inhibition above about 50%; also: many of its hits are not listed in these tables
bCat nuc transl: modulators of beta-catenin nuclear translocation, primary screen, imaging, HeLa cells, immunofluorescence, high-content | nuclear translocation activity, % at 5 µM | 190,000 compounds, 0.3% hits | AID 1665, 2009;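 active = nuclear translocation activity above 50% at 5 µM, with a well cell count of 50 or more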;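 also: per-cell ratio of nuclear to cytoplasmic median beta-catenin stain intensity; plate controls were DMSO negative control for no effect and GSK-3 inhibitor IX positive control for full effect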
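Read-out: Nuclear/cytoplasmic beta-catenin signal ratio, % activation | Assay system: Human HeLa cell line | Times: 24 h compound exposure at 37°C, 5% CO2 | Signal: Fluorescence imaging of beta-catenin antibody stain plus DAPI | Dosing: 5 µM primary, 0.02–20 µM confirmation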
MT stabilizer: microtubule stabilizers in HeLa cells, primary screen, imaging, high-content imaging | HeLa tubulin immunostaining HCS, 24 h; share of cells brighter than vehicle mean+2SD | % tubulin-high responders, % at 10 µM | 200,000 compounds, 0.83% hits;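 active = plate Z-score above 3 for both tubulin-high and condensed-nucleus cell shares, with cell loss under 80%, at 10 µM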;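 also: anti alpha tubulin signal scored within the nucleus-defined area of each cell; some results filed as inactive read as strong as hits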
Dynein transport: inhibitors of GR-EGFP nuclear translocation, primary screen, dynein cargo transport inhibitor project, imaging, high-content, 3617.4 mouse cells. z-score, hits read low. AID 1381, 2008. 220,000 compounds, 0.47% hits. test concentration mostly 20 µM; stimulated with dexamethasone, 1 µM; hits give low values;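 active = plate z-score of nuclear minus cytoplasmic receptor signal below a set negative limit, without overly bright fluorescence or cell loss, cut at about -3.5 in these data, passing the limit was not always enough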;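 also: z-score of nuclear minus cytoplasmic ring GR-EGFP intensity difference per well; some compounds called inactive have numbers as strong as hits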
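Buffer or medium: tetracycline-free induction medium containing charcoal-stripped FBS / Reagent: dexamethasone agonist, 1.0 µM final, for 30 min / Technique: automated 10x imaging of fixed Hoechst-stained cells / Times: induction 48 h, compound 1 h, agonist 30 min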
WT yeast gro inh: growth inhibition of WT strain, primary screen, mitochondrial fusion inhibitor project, WT and mutant strains, chemical genetic; AID 1362, 2008; 190,000 compounds, 2.1% hits; mitochondrial fusion phenotypic screen; inhibition, % at 10 µM; in the data active = inhibition above about 58%; tested in S. cerevisiae
WT yeast gro inh mutant strain: further read-out of WT yeast gro inh, marked with its call; inhibition, %; mitochondrial fusion phenotypic screen, mutant strain inhibition
Dynein transport cytoplasmic EGFP: further read-out of Dynein transport, marked with its call; z-score; measured here: cytoplasmic GR-EGFP intensity; hits give high values
Dynein transport nuclear GR-EGFP: further read-out of Dynein transport, marked with its call; z-score; measured here: nuclear GR-EGFP intensity;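 lower value marks the stronger effect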
Dynein transport cell count: second read-out of Dynein transport, no call of its own (marks repeat the call); z-score; measured here: cell count per field
Insulin prom up cell count: further read-out of Insulin prom up, marked with its call; cell count; measured here: cytotoxicity, nuclei count;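 total cells summed across four imaged fields per well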
Lipid droplet cells 6.5 µM: second read-out of Lipid droplet, no call of its own (marks repeat the call); cell count; measured here: cell count, cytotoxicity flag;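 cells counted across two imaged fields per well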
bCat nuc transl cell count 5 µM: second read-out of bCat nuc transl, no call of its own (marks repeat the call); cell count; measured here: cell count, cytotoxicity flag
MT stabilizer Hoechst-high %: second read-out of MT stabilizer, no call of its own (marks repeat the call); % Hoechst-high responders; measured here: nuclear condensation Hoechst responders;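 share of cells brighter than vehicle mean plus two SD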
MT stabilizer cytotoxicity %: also measured in MT stabilizer; calls as there; toxicity, %; measured here: cytotoxicity by cell density;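 0% = mean cell density of plate MIN control wells and 100% = no cells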
Autophagy HCS cell loss 18 h: also measured in Autophagy HCS; calls as there; toxicity, %; measured here: cell loss, nuclei count;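 cell loss after 18 h compound exposure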
Active calls of the source: *; i = inactive; / = not tested or not shown. Not all compounds are listed, so the mix of outcomes need not match the whole.

SMILES	Lipid droplet	Lipid droplet cells 6.5 µM	Insulin prom up	Insulin prom up cell count	Autophagy HCS	Autophagy HCS cell loss 18 h	Yfh1-off respiration	HEK293 NOD2/NF-kB	bCat nuc transl	bCat nuc transl cell count 5 µM	MT stabilizer	MT stabilizer Hoechst-high %	MT stabilizer cytotoxicity %	Dynein transport	Dynein transport cytoplasmic EGFP	Dynein transport nuclear GR-EGFP	Dynein transport cell count	WT yeast gro inh	WT yeast gro inh mutant strain
Cn1c(=O)c2c(-c3ccc(C(C)(C)C)cc3)n(CC3CCCO3)cc2n(C)c1=O (stereo not drawn)	/	/	-0.31	1508	i	-2.8	i	-7.4%	-1.7	1374	2.7	1.4	8.1	-1.38	-0.163	-1.4	-0.106	-8.9	9.2
COc1cc(SC)ccc1C(=O)Nc1c(Cl)cncc1Cl	-1.0	687	-0.53	1340	i	7.9	i	26.9%	5.6	825	10.9	3.0	13.6	0.761	-0.0728	0.7	-0.879	15.4	-15.4
COc1ccc(CCN(C)C(=O)C2CCN(Cc3cccc(OC)c3OC)CC2)cc1OC	5.2	700	0.22	1520	i	-0.8	i	5.1%	2.4	983	2.4	2.4	9.7	1.46	0.168	1.67	-1.44	0.2	-5.2
Cc1ccc(NCC(=O)N=Nc2c(O)[nH]c3ccc([N+](=O)[O-])cc23)cc1	/	/	1.1	1378	/	/	i	-48.4%	-1.6	1252	/	/	/	-0.0271	-0.285	-0.0505	0.614	/	/
CCN(CC)c1nc(C#N)nc(N(CC)CC)n1	14.7	796	-0.3	1337	i	-53.5	/	2.4%	0.1	1132	2.7	2.0	13.3	2.38	0.213	2.51	-2.34	25.5	26.3
COc1ccc2cc(C(c3nnnn3CCc3ccccc3)N3CCC(O)CC3)c(=O)[nH]c2c1 (stereo not drawn)	/	/	0.04	1673	i	9.6	i	10.5%	-1.2	1375	1.4	2.4	7.3	0.211	-0.103	0.118	0.245	3.7	2.9
O=C(OCC(=O)N1CCN(Cc2ccccc2)CC1)c1ccc(Cl)cc1	1.9	699	-0.24	1610	i	2.4	i	7.5%	-2.7	1180	1.2	1.4	2.0	0.505	0.0801	0.734	-2.19	47.7	32.8
O=C(NCCN1C(=O)S/C(=C\c2ccc(F)cc2)C1=O)C1CCN(S(=O)(=O)c2cccs2)CC1	-1.3	672	-0.03	1292	i	-4.3	i	-15.5%	0.0	443	3.9	2.2	8.1	-0.609	-0.269	-0.333	0.0299	-4.7	1.0
Cc1ccccc1OCc1nnc(SCC(=O)O)n1Cc1ccccc1	14.2	674	-0.22	1603	i	-7.1	i	2.7%	-3.8	1120	2.5	4.2	8.2	-0.744	-0.0686	-0.0458	0.0401	-23.7	0.8
CC(=O)Nc1ccc(S(=O)(=O)N(C)CC(=O)OCC(=O)NC(C)C23CC4CC(CC(C4)C2)C3)cc1 (stereo not drawn)	-4.4	645	-0.85	1582	i	21.7	i	8.2%	-4.9	1085	4.1	2.8	6.8	0.808	-0.203	0.722	0.395	6.0	8.7
Cc1ccc(S(=O)(=O)C(C#N)c2nc3ccccc3nc2N2CCC(C)CC2)cc1 (stereo not drawn)	/	/	3.75*	1188*	i	-4.4	i	-3.6%	-2.2	691	2.6	2.2	2.6	0.513	-0.0923	0.703	0.0922	38.0	4.2
C/C(=N\NC(=O)c1nn(C)c(C)c1Br)c1ccc(NC(=O)c2ccc(C)s2)cc1	-8.2	697	0.48	1515	i	-4.2	i	-38.2%	-1.2	998	3.0	1.7	4.1	-0.726	-0.262	-0.296	0.934	-3.8	-3.5
Cn1c(C(=O)NCCc2ccsc2)cc2c(=O)n(C)c3ccccc3c21	/	/	1.51	1022	i	3.6	i	0.4%	7.0	1179	2.2	3.6	3.2	-0.397	-0.0911	-0.186	-0.167	-0.8	-0.8
COc1cccc2[nH]c3c(=O)n(CCCN4CCOCC4)cnc3c12	-4.2	667	-0.09	1106	/	/	i	-0.4%	-1.3	1343	/	/	/	-0.242	-0.184	-0.152	1.05	/	/
O=C(Cn1c(=O)n(CCCCC(=O)NC2CCCC2)c(=O)c2ccccc21)NCCC1=CCCCC1	/	/	0.26	1402	i	0.2	i	11.0%	1.5	1268	2.1	1.5	6.9	-0.882	0.383	-0.413	1.35	-2.8	6.4
CSc1nc2ccc(NC(=O)C3=NN(c4ccccc4)C(=O)CC3)cc2s1	4.4	694	0.37	1418	i	-14.8	i	-34.3%	-2.0	1090	2.9	1.7	4.8	0.0379	-0.159	0.0718	0.0572	11.0	-14.4
Cc1cccc(C)c1NC(=O)/C(C#N)=C/c1cccs1	/	/	1.39	1551	i	4.2	i	-0.7%	-0.3	1335	3.8	2.1	1.6	-0.727	-0.223	-0.617	1.98	-15.9	-9.3
CCN(CCCn1c(SCC#N)nc2ccccc2c1=O)c1ccccc1	/	/	-2.11	1149	i	-1.5	i	15.1%	-1.7	1408	5.4	3.7	9.5	1.53	-0.232	0.791	-1.35	-5.9	3.0
O=C(Cn1c(COc2ccc(Cl)cc2)nc2ccccc21)NCC(F)(F)F	-11.2	654	-0.44	1441	i	10.4	/	2.4%	-1.0	1133	2.0	2.7	5.3	-0.498	-0.21	-0.452	0.328	10.1	-8.0
CCCOC(=O)CSC1=C(C#N)C(c2ccccc2OCC)C(C#N)C(=O)N1 (stereo not drawn)	/	/	-0.38	1242	i	14.2	i	9.0%	1.7	1103	3.0	1.5	0.4	0.361	-0.071	0.125	-1.1	9.1	14.1
Cn1nnnc1SCCNCc1ccccc1OCc1ccccc1	-5.4	702	-0.79	1337	i	4.5	i	7.1%	/	/	3.6	2.8	9.1	-0.841	-0.307	-0.589	0.544	-2.6	-3.9
CC(=O)Oc1ccc(NC(=O)Cc2ccccc2)c(C(=O)O)c1	9.8	652	0.55	1652	i	30.1	i	0.5%	-0.9	926	2.3	2.1	4.0	-0.0388	-0.157	0.169	-0.2	-8.4	-2.1
COCc1c(C(=O)N/N=C(/C)c2ccccc2)nnn1-c1nonc1N	2.2	731	0.06	1414	i	6.7	i	12.9%	0.2	1538	1.9	2.0	7.2	-0.446	-0.248	0.417	0.0302	13.8	9.6
CC(NC(=O)c1ccc(F)cc1)c1nc2ccccc2n1Cc1ccccc1F (stereo not drawn)	-1.1	745	-0.16	909	i	1.3	i	-4.9%	-2.3	1239	1.5	1.1	5.0	0.81	-0.0635	0.389	-0.324	12.9	5.5
CN(Cc1ccccc1)c1ccc(C(=O)O)cc1[N+](=O)[O-]	0.7	565	0.01	1608	i	-5.4	i	20.8%	-0.3	1149	3.7	4.5	6.2	0.198	-0.208	0.296	0.206	-12.0	-12.2

An excerpt from above in order of their number in HEK293 NOD2/NF-kB, low to high:
SMILES	HEK293 NOD2/NF-kB	MT stabilizer Hoechst-high %	Dynein transport	Dynein transport cytoplasmic EGFP	Dynein transport nuclear GR-EGFP	Dynein transport cell count	WT yeast gro inh mutant strain
CSc1nc2ccc(NC(=O)C3=NN(c4ccccc4)C(=O)CC3)cc2s1	-34.3%	1.7	0.0379	-0.159	0.0718	0.0572	-14.4
O=C(Cn1c(COc2ccc(Cl)cc2)nc2ccccc21)NCC(F)(F)F	2.4%	2.7	-0.498	-0.21	-0.452	0.328	-8.0
O=C(OCC(=O)N1CCN(Cc2ccccc2)CC1)c1ccc(Cl)cc1	7.5%	1.4	0.505	0.0801	0.734	-2.19	32.8

Later entries.
SMILES	Lipid droplet	Lipid droplet cells 6.5 µM	Insulin prom up	Insulin prom up cell count	Autophagy HCS	Autophagy HCS cell loss 18 h	Yfh1-off respiration	HEK293 NOD2/NF-kB	bCat nuc transl	bCat nuc transl cell count 5 µM	MT stabilizer	MT stabilizer Hoechst-high %	MT stabilizer cytotoxicity %	Dynein transport	Dynein transport cytoplasmic EGFP	Dynein transport nuclear GR-EGFP	Dynein transport cell count	WT yeast gro inh	WT yeast gro inh mutant strain
C=CCNC(=O)/C=C/c1c(F)cccc1Cl	-1.8	653	-0.12	1406	i	5.8	i	14.1%	-1.0	530	1.8	1.8	3.7	-0.301	-0.251	-0.164	0.323	-2.6	4.4
O=C(CCNS(=O)(=O)c1ccc(Br)s1)N1CCCCC1	1.1	665	-0.03	1940	i	-1.9	i	6.1%	-2.3	1067	1.9	0.2	39.1	0.902	-0.234	0.909	-0.794	-7.6	-20.5
COc1ccc(C(=O)Nc2cc(=O)n(C)c(=O)n2C)cc1	-11.9	695	1.58	1037	i	-2.4	i	8.7%	-0.8	1099	3.8	3.6	10.1	0.793	-0.247	0.32	0.139	-30.6	-6.5
S=C(Nc1ccc(Cl)cc1)NC1CC2CCC(C1)N2Cc1ccccc1 (stereo not drawn)	-9.0	641	1.89	1317	i	43.2	i	1.3%	-1.8	1173	4.6	1.1	2.8	2.08	0.254	1.5	-1.54	32.3	27.2
O=C(CN(CC1CCCO1)S(=O)(=O)c1ccc(S(=O)(=O)NCC2CCCO2)cc1)Nc1ccccc1 (stereo not drawn)	0.2	735	-0.53	1295	i	8.0	i	5.8%	-0.3	1163	1.5	1.4	5.3	-0.865	0.21	-0.275	1.25	0.2	-10.5
COc1ccc(NC(=O)c2oc3ccccc3c2NC(=O)C(C)(C)C)cc1	16.3	670	-0.07	1973	i	-5.9	i	-1.7%	-1.3	1084	4.6	3.2	3.4	0.452	-0.26	0.0599	-0.00486	13.7	16.1
Cc1ccc(S(=O)(=O)c2c(C)nn(C(C)(C)C)c2OC(=O)c2cccs2)cc1	/	/	-0.48	1585	i	16.1	i	-17.0%	-0.8	1334	4.1	0.5	1.5	0.322	-0.0299	-0.0457	-0.0359	13.0	5.5
